Rat MKP-3 inhibitors: inhibition of rat DUSP6 enzyme activity – biochemical, in vitro, primary screen (AID 425); actives 0.17% (n = 110,000); inhibition, % at 20 µM; hits with a dose series show IC50 in µM; recombinant MKP-3 phosphatase activity, fluorescence; higher % means a stronger effect; in the data active = inhibition above about 50%;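 note: plate controls were vehicle for no effect and reference inhibitor for full effect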
Hsp70 displacement: Hsp70 inhibitors, probe displacement, primary screen, biochemical, fluorescence polarization (AID 583) | Hsp70 fluorescence polarization probe displacement, mP; higher % means a stronger effect | actives 0.06% (n = 140,000) | displacement, % at 20 µM; hits with a dose series show IC50 in µM; in the data active = displacement above about 50%;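 note: plate controls were vehicle for no effect and reference ligand for full effect; a part of the inactive calls stands beside numbers as strong as those of hits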
An asterisk follows results filed as active; . = not tested or not shown; & = joins results of further samples. This is a subset; count on the stated rates, not on these rows.

SMILES	Rat MKP-3 inhibitors	Hsp70 displacement
O=S(=O)(NCCc1csc(-c2cccnc2)n1)c1cccs1	-11%	4.2%
CC(C)OC(=O)C1C(=O)CC(C)(O)C(C(=O)OC(C)C)C1/C=C/c1ccccc1 (centres undefined)	-1%	0.2%
CCOc1cc(OCC)cc(C(=O)Nc2ccc3oc(-c4ccccc4F)nc3c2)c1	1%	1.2%
CCCCn1c(SCC(=O)NCc2ccco2)nc2cc(S(N)(=O)=O)ccc21	.	-3.3%
COc1ccc(NCc2nnc(SCC(=O)NCc3ccco3)n2-c2ccccc2OC)cc1	.	-0.8%
Cc1nc2ncnn2c(C)c1CCC(=O)N1CCN(C(=O)c2ccco2)CC1	2%	4.9%
COc1cc(NC(=O)CN2C(=O)NC(C)(CCC(C)C)C2=O)cc(OC)c1 (centres undefined)	4%	6.8%
Cc1cccc(NC(=O)C2CC=CCC2C(=O)O)c1 (centres undefined)	0%	-2.2%
COc1ccc(C2=C/C(=C/c3ccc(Cl)cc3)C(=O)O2)cc1OC	-2%	-21%
O=C1CC(N2CCN(Cc3ccccc3)CC2)C(=O)N1c1ccccc1 (centres undefined)	-3%	-0.3%
Cc1ccc(-c2csc3ncn(-n4c(C)ccc4C)c(=O)c23)o1	-5%	3.0%
CSc1ccc(C(=S)N2CCN(C)CC2)cc1	-4%	-2.3%
O=C(Cc1cccs1)Nc1ccc(-c2nnn(CC(=O)N3CCOCC3)n2)cc1	2%	-1.0%
CCOC(=O)C1CCN(C(=O)Cc2ccc(OC)c(OC)c2)CC1	7%&5%	-2.2%&1.1%
Cc1cc(Cl)c(S(=O)(=O)NCc2cccnc2)cc1OCC(=O)NC1CCCCC1	.	-4.6%
Cc1ccc(CN(C(=O)c2c(F)cccc2F)C2CC(C)(C)NC(C)(C)C2)o1	0%	0.1%
Cc1nn(-c2ccccc2)c(C)c1P(=O)(c1ccccc1)N(C)C (centres undefined)	3%	2.5%
COc1cccc(-n2c(Cc3cc(=O)[nH]c(=O)[nH]3)nnc2SCC(=O)N2CCC(C)CC2)c1	2%	-3.8%
Cc1ncc(CC(=O)n2cc(C(=O)c3cc(Cl)ccc3O)cn2)s1	9%	4.5%
Cc1cc(C)c[n+](C(C)C(=O)c2ccc(Cl)cc2)c1 (centres undefined)	-2%	2.3%
COc1ccc(S(=O)(=O)NCc2ccccc2Cl)cc1OC	-12%	6.5%
CSc1ccc(/C=N\NC(=O)C2COc3cc4ccccc4cc3O2)cc1 (centres undefined)	0%	1.2%
CCCCn1nnnc1SCC(=O)Nc1ccc2c(c1)OCO2	2%	7.0%
COc1ccc(/C(N)=N/OC(=O)c2ccc(Cl)cc2Cl)cc1	0%	2.0%
CCCCc1ccc(-c2nc(-c3cccnc3)no2)cc1	2%	-3.2%
Cc1cccc(N(C)C(=O)COc2cc(=O)n(C)c3ccccc23)c1	-2%	0.7%
Nc1cc(C(=O)OCC(=O)NCC2CCCO2)ccc1Cl (centres undefined)	-1%	-3.6%
CCOc1cc(Br)cc(/C=C2/SC(=S)NC2=O)c1O	0%	21%
O=C(NC(=S)Nc1ccc2oc(-c3ccc(Br)cc3)nc2c1)c1ccco1	-1%	-0.6%
CN(C)CCCOC(=O)c1ccc(Cl)cc1	-6%	2.1%
CC(OC(=O)C(NC(=O)c1ccco1)C(C)C)C(=O)Nc1ncc(Cl)cc1Cl (centres undefined)	.	1.8%
CSC1=C(C#N)C2(CCCCC2)C(C#N)C(=O)N1 (centres undefined)	2%	0.3%
Cc1cccc(N(CC(=O)NCc2ccco2)S(=O)(=O)c2ccccc2)c1	2%	0.8%
O=C(Nc1cccc(C(=O)N2CCOCC2)c1)c1ccccc1	.	-5.0%
CCCN1CCC(=NNC(=O)c2ccccc2C)CC1	0%	-2.3%
O=C(Cn1nnc(-c2ccccc2)n1)Nc1ccccc1N1CCOCC1	4%	2.2%
CCOC(=O)C(=Cc1ccc(OCc2ccc([N+](=O)[O-])cc2)c(OC)c1)C(=O)OCC	6%	3.1%
O=[N+]([O-])c1ccc(Sc2n[nH]c(-c3ccccc3)n2)nc1	.	2.8%
CC(N=Cc1cc([N+](=O)[O-])cc(Br)c1O)C12CC3CC(CC(C3)C1)C2 (centres undefined)	-1%	0.8%
COc1cccc(CNC(=O)CCS(=O)(=O)c2cccc3nsnc23)c1	5%	.
COC(=O)C1=C(C)N(Cc2cccnc2)C(=O)/C1=C\c1cccc(OC)c1O	2%	-0.8%
COc1ccc(-c2cc3ccc(OCc4nn[nH]n4)cc3oc2=O)cc1	3%	7.9%
O=C(COn1nnc2ccccc21)NCC1CCCCC1	2%	-0.1%
CC1(C)CC(=O)C2=C(C1)Oc1ncn3nc(-c4cccnc4)nc3c1C2c1ccccc1 (centres undefined)	2%	-6.6%
O=C(Nc1cc(Cl)cc(Cl)c1)Nc1ccc(Cl)c(Cl)c1	1%	0.2%
CCOC(=O)N1CCN(C(=O)c2ccc(Cl)c(S(=O)(=O)Nc3ccccc3)c2)CC1	3%	3.5%
CCOC(=O)c1cccc(N2C(=O)C=CC2=O)c1	1%	3.8%
Cc1sc2nc(CN(C(=O)NC3CCCCC3)C3CCCC3)[nH]c(=O)c2c1C	.	-1.4%
CCOC(=O)C1CCN(C(=O)c2cc3cc4cc(OC)ccc4nc3o2)CC1	8%	-0.7%
COc1nn(CC(=O)N2N=C(C)CC2(O)C(F)(F)F)cc1[N+](=O)[O-] (centres undefined)	.	-1.6%
COCCNC(=O)CN(C(=O)Cn1nnc2ccccc21)c1ccc(C)c(F)c1	.	9.6%
O=C(C1CCN(c2ccc(N3CCOCC3)nn2)CC1)N1CCN(c2ccc(F)cc2)CC1	-2%	0.8%
CCc1ccccc1OCc1nnc(N)s1	-7%	2.0%
CC(C)c1ccccc1OCCCCCNCCO	-3%	0.3%
CCCc1nnc(NC(=O)COC(=O)/C=C/c2ccco2)s1	4%	2.8%
O=C(Nc1ccccc1C(=O)O)c1ccc2c(c1)C(=O)N(c1ccc(Cl)cc1)C2=O	1%	-2.7%
Cc1cc(N2C(=O)CCC2=O)n(-c2ccccc2)n1	-6%	0.6%
O=c1[nH]c(SCCc2ccccc2)nc2ccccc12	0%	5.0%
COC(=O)Cc1[nH]nc2c1C(C1C=CCCC1)C(C#N)=C(N)O2 (centres undefined)	-3%	2.1%
COC(=O)CCN(C(=O)c1cc(OC)c(OC)c(OC)c1)c1ccccn1	.	2.3%

Some of the entries so far, with values under each structure.
The line under a structure holds: Rat MKP-3 inhibitors | Hsp70 displacement
> CC(N=Cc1cc([N+](=O)[O-])cc(Br)c1O)C12CC3CC(CC(C3)C1)C2 (centres undefined)
→ -1% | 0.8%
> COc1cccc(CNC(=O)CCS(=O)(=O)c2cccc3nsnc23)c1
→ 5% | .
> COC(=O)C1=C(C)N(Cc2cccnc2)C(=O)/C1=C\c1cccc(OC)c1O
→ 2% | -0.8%
> COc1ccc(-c2cc3ccc(OCc4nn[nH]n4)cc3oc2=O)cc1
→ 3% | 7.9%
> O=C(COn1nnc2ccccc21)NCC1CCCCC1
→ 2% | -0.1%
> CC1(C)CC(=O)C2=C(C1)Oc1ncn3nc(-c4cccnc4)nc3c1C2c1ccccc1 (centres undefined)
→ 2% | -6.6%
> O=C(Nc1cc(Cl)cc(Cl)c1)Nc1ccc(Cl)c(Cl)c1
→ 1% | 0.2%
> CCOC(=O)N1CCN(C(=O)c2ccc(Cl)c(S(=O)(=O)Nc3ccccc3)c2)CC1
→ 3% | 3.5%
> CCOC(=O)c1cccc(N2C(=O)C=CC2=O)c1
→ 1% | 3.8%
> Cc1sc2nc(CN(C(=O)NC3CCCCC3)C3CCCC3)[nH]c(=O)c2c1C
→ . | -1.4%
> CCOC(=O)C1CCN(C(=O)c2cc3cc4cc(OC)ccc4nc3o2)CC1
→ 8% | -0.7%
> COc1nn(CC(=O)N2N=C(C)CC2(O)C(F)(F)F)cc1[N+](=O)[O-] (centres undefined)
→ . | -1.6%
> COCCNC(=O)CN(C(=O)Cn1nnc2ccccc21)c1ccc(C)c(F)c1
→ . | 9.6%
> O=C(C1CCN(c2ccc(N3CCOCC3)nn2)CC1)N1CCN(c2ccc(F)cc2)CC1
→ -2% | 0.8%
> CCc1ccccc1OCc1nnc(N)s1
→ -7% | 2.0%
> CC(C)c1ccccc1OCCCCCNCCO
→ -3% | 0.3%
> CCCc1nnc(NC(=O)COC(=O)/C=C/c2ccco2)s1
→ 4% | 2.8%
> O=C(Nc1ccccc1C(=O)O)c1ccc2c(c1)C(=O)N(c1ccc(Cl)cc1)C2=O
→ 1% | -2.7%
> Cc1cc(N2C(=O)CCC2=O)n(-c2ccccc2)n1
→ -6% | 0.6%

Next compounds
SMILES	Rat MKP-3 inhibitors	Hsp70 displacement
CCNC(=O)C(C)Sc1ccc(Cl)cc1 (centres undefined)	-6%	-1.0%
O=C(Nc1nc(-c2cccs2)cs1)c1ccc(Cl)cc1Cl	6%	0.1%
CCc1c(C)c(C#N)c2nc3ccccc3n2c1NCc1ccco1	.	0.0%
O=C(CSc1nnc(-c2cccs2)n1-c1ccccc1)N1CCCc2ccccc21	.	4.4%
O=C(Nc1ccc(C(=O)c2ccccc2)cc1)c1ccc(Cl)cc1	3%	0.1%
Cn1c(=O)c2c3c(sc2n2c(SCC(=O)c4ccccc4)nnc12)COC(C)(C)C3	0%	-3.1%
Cc1n[nH]c(C)c1S(=O)(=O)N1CCCCCC1	-2%	4.3%
Cc1nn(-c2ccccc2)c2c1C(=O)N(Cc1ccccc1)C(=O)C(C)(C)C2	.	4.3%
CCOC(=O)C1=C(C)N=C2SC(C)C(=O)N2C1/C=C/c1ccccc1OC (centres undefined)	-4%	3.4%
Cc1ccc(/C(O)=C2\C(=O)C(=O)N(c3ccc(O)cc3)C2c2cccc([N+](=O)[O-])c2)cc1 (centres undefined)	4%	-5.3%
Cc1ccc(S(=O)(=O)N2CCCC2C(=O)NC2CCCCC2)cc1 (centres undefined)	-10%	4.0%
CCOC(=O)N1CCN(C(=O)c2cc3cc(Br)ccc3oc2=O)CC1	-6%	2.7%
O=C(NCCCn1ccnc1)c1cc(-c2ccc(Cl)cc2)nc2ccccc12	0%	0.2%
O=C1C2C3C=CC(C3)C2C(=O)N1c1cccc(-c2nc3ccccc3o2)c1 (centres undefined)	7%	-3.7%
CC(C)(C)C1=CC(N)=C(C(C)(C)C)C(=O)C1=O	86%*	2.4%
CCOC(=O)c1c(NC(=O)COC)sc(C)c1C	.	0.5%
C=CCn1c(SCc2cccc3ccccc23)nnc1-c1cccnc1	.	-1.8%
Cc1ccc(C(=O)Nc2ccccc2C(=O)Nc2ccncc2)cc1	4%	3.6%
COc1ccc(OC)c(C2=NOC(C(=O)NCc3ccccn3)C2)c1 (centres undefined)	-4%	-4.3%
CCOc1ccc(N=C(NC#N)SC)cc1	-7%	3.8%
O=C(NCCOc1ccccc1Cl)c1ccc2c3c(cccc13)CC2	4%	2.4%
Cc1[nH]c2ccccc2c1C(=O)/C=C/c1cccs1	5%	-0.8%
CCOc1ccc(N2C(=O)CC(N)C2=O)cc1 (centres undefined)	2%	12%
CCN(CC(=O)N1CCN(C)CC1)S(=O)(=O)c1ccc(Cl)cc1	-4%	5.0%
CCCN=C(N)/C(C(=O)OCC)=C(\O)c1ccc(OC)cc1	-3%	-1.9%
O=C1/C(=C\c2cccc(Br)c2)SC(=S)N1CN1CCCCC1	32%	11%
O=c1c2[nH]c3ccccc3c2ncn1CCN1CCOCC1	-14%	-2.0%
CCOc1cccc(C(=O)Nc2cc(C(F)(F)F)cc(C(F)(F)F)c2)c1	2%	2.0%
CCOc1ccccc1NC(=O)c1cc([N+](=O)[O-])ccc1N1CCN(Cc2ccccc2)CC1	-2%	-1.3%
O=C1/C(=C/c2cn(-c3ccccc3)nc2-c2cccs2)SC(=S)N1Cc1ccccc1	2%	-4.0%
O=C(O)C1CC(=O)N(c2ccc(OCc3ccccc3Cl)cc2)C1 (centres undefined)	-11%	0.2%
Oc1ccc(/C=N\N2CCN(c3ccccc3)CC2)c(O)c1	0%	2.3%
Fc1ccc(-c2nnc(CSc3nnc(-c4ccc5c(c4)OCO5)o3)o2)cc1	3%	1.6%
CCCc1[nH]nc2c1C(c1ccc(OCCN3CCOCC3)c(OCC)c1)C(C#N)=C(N)O2 (centres undefined)	-1%	5.2%
CCn1c(COc2ccccc2)nnc1SCC(=O)C(C)(C)C	8%	2.2%
N#CC(C#N)=Cc1cn(CC(=O)Nc2ccccc2)c2ccccc12	7%	0.6%
O=C(CN(c1ccccc1)S(=O)(=O)c1ccccc1[N+](=O)[O-])NCCc1ccccc1	0%	-0.9%
O=C(c1cc2nc(-c3ccc(F)cc3)cc(C(F)(F)F)n2n1)N1CCCC1	-6%	2.4%
COc1ccc(C)cc1NC(=O)c1ccoc1C	-6%	-3.6%
COc1ccc(CCNC(=O)CCSc2nc(-c3ccco3)cc(C(F)(F)F)n2)cc1OC	6%	7.7%
Cc1ccc2c(c1)NC(=O)C(N1CCOCC1)(C(F)(F)F)O2 (centres undefined)	3%	4.8%
C=CCO/N=C(\C)c1c(O)c(C)c(-c2ccccc2)n(-c2ccccc2)c1=O	.	8.1%
Cc1ccc(/C=C2/SC(=O)N(CN3CCCCC3)C2=O)cc1	0%	13%
COC(=O)c1ccc(NC(=O)C(C)Oc2ccc(Cl)cc2C)cc1 (centres undefined)	0%	2.9%
Cc1ccc(S(=O)(=O)NC2CCC(C(=O)O)CC2)cc1 (centres undefined)	.	-6.1%
COc1ccc(NCn2nnc3ccccc32)c([N+](=O)[O-])c1	1%	0.7%
Cc1cccc(NCN2C(=O)c3ccncc3C2=O)n1	16%	-0.5%
Cc1c(C)n(C(=O)CSc2ncn[nH]2)c2ccccc12	-4%	2.0%
COc1cc(NC(=O)CCC(=O)O)nc(OC)n1	0%	-0.1%
CC(NC(=O)Nc1ccc(Cl)c(Cl)c1)C1CC2CCC1C2 (centres undefined)	1%	0.5%
CCOC(=O)c1c(C)[nH]c(C)c1C(=O)CSc1nnc(-c2ccco2)n1Cc1ccccc1	-10%	-1.4%
Cc1oc2ccc(OC(C)C(=O)O)cc2c1C(=O)O (centres undefined)	2%	-4.1%
